All columns: NCI-60 one-dose screen, growth in % after 48 h at 10 µM unless noted; 100 = growth as untreated, 0 = no growth, -100 = all killed.
NCI/ADR-RES: NCI/ADR-RES ovarian cells | hit rate 4.4% among 81,000 | AID 1794790
SK-OV-3: SK-OV-3 ovarian cancer cells | hit rate 3.2% among 80,000 | AID 1794785
SN12C: SN12C renal cancer cells | AID 1794767 | hit rate 3.8% among 81,000
OVCAR-4: OVCAR-4 ovarian cancer cells | hit rate 3.7% among 80,000
NCI-H226: NCI-H226 lung cancer; hit rate 3.5% among 79,000; AID 1794732
OVCAR-5: OVCAR-5 ovarian cancer. hit rate 2.9% among 82,000. AID 1794783
IGROV1: IGROV1 ovarian cancer. hit rate 4.7% among 79,000. AID 1794786
OVCAR-3: OVCAR-3 ovarian cancer. hit rate 7% among 79,000
NCI-H23: NCI-H23 lung cancer | hit rate 4% among 80,000
Numbers without * were called inactive; nt = no result given; & = joins results of further samples; [ ] = remark or other dose. The calls were made as follows: active = growth percent below 10; inactive = the rest. The order is random; about 9.4% have a hit in one of these screens.

SMILES | NCI/ADR-RES | SK-OV-3 | SN12C | OVCAR-4 | NCI-H226 | OVCAR-5 | IGROV1 | OVCAR-3 | NCI-H23
C#CCNC(=O)[C@]12CCC(C)(C)C[C@@H]1C1=CC[C@@H]3[C@@]4(C)Cc5c([nH]c6ccccc56)C(C)(C)[C@@H]4CC[C@@]3(C)[C@]1(C)CC2 | 86 | 87 | 90 | 97 | 76 | 99 | 100 | 88 | 94
CC(=O)NCCCOc1ccc([N+](=O)[O-])cc1Cl | 99 | 110 | 99 | 101 | 98 | 101 | nt | 123 | 94
O=c1c2cc(Br)cc(Br)c2nc(-c2ccc(Cl)cc2)n1/N=C\c1ccccc1F | 54 | 50 | 58 | -9.0* | 51 | 65 | 39 | 56 | 63
Nc1nc(Nc2ccccc2)n(Cc2cccc(Br)c2)n1 | 102 | 123 | 110 | 99 | 91 | 109 | 108 | 127 | 103
CCCOc1cc2c(cc1CCC)OCO2 | 100 | 106 | 102 | 116 | 105 | 82 | 107 | 104 | 94
CC1CCCN(/N=N/c2nc3c([nH]2)c(=O)n(C)c(=O)n3C)C1 (stereo not given) | 100 | 111 | 93 | nt | 98 | 103 | 95 | 104 | 97
O=C(O)CC(=O)NC1c2ccccc2Oc2ccccc21 | 102 | 101 | 107 | 110 | 111 | 108 | 103 | 108 | 99
Cc1c(CC(=O)N(C)CCO)cc(-c2ccc(Cl)cc2)n1-c1ccccc1 | 95 | 126 | 99 | 79 | 95 | 101 | 106 | 114 | 89
CS(=O)(=O)Nc1ccccc1N | 106 | 102 | 97 | 117 | 98 | 103 | 118 | 111 | 102
CCCCNC(C)(C)COC(=O)c1ccc(N)cc1 | 100 | 102 | 99 | 107 | 106 | 112 | 97 | 106 | 94
Cc1nc2ccc(N)nc2nc1C | 109 | 119 | 106 | 106 | 104 | 102 | 125 | 119 | 107
CCOc1cc2c(cc1OCC)C(c1cc(Cl)ccc1O)NCC2 (stereo not given) | 86 | 92 | 83 | 88 | nt | 100 | 86 | 88 | 81
Cc1ccc(N)c(Br)c1 | 100 | 103 | 116 | 106 | 93 | 90 | 96 | 103 | 101
COc1ccc(Cl)cc1-c1nc(C)c(C(C)=O)c(-c2cccc(Oc3ccccc3)c2)n1 | 86 | 89 | 91 | 79 | 84 | 93 | 85 | 92 | 96
CCC(NN)C(=O)OCc1ccccc1 (stereo not given) | 99 | 95 | 102 | 98 | 107 | 104 | 121 | 121 | 93
CC(=O)Oc1ccc2ccccc2c1CN(Cc1ccccc1)C(C)=O | 96 | 96 | 95 | 86 | 92 | 96 | 93 | 102 | 95
O=C(Nc1ccc(Cl)c(Cl)c1)NS(=O)(=O)c1cnccc1Oc1ccc(F)cc1 | 53 | 89 | 76 | 52 | 75 | 83 | 72 | 8.2* | 39
CN(C)c1cccc2c(S(=O)(=O)Nc3cccc(-c4csc(NCCOCCOCCNc5cccc6c5C(=O)N(C5CCC(=O)NC5=O)C6=O)n4)c3)cccc12 (stereo not given) | 102 | 99 | 94 | 79 | 87 | 107 | 105 | 96 | 64
C=C(C)[C@@H]1CC[C@]2(C)[C@H](CC=C3[C@@H]4[C@@H](C)[C@H](C)CC[C@]4(C(N)=O)CC[C@]32C)[C@@]1(C)CCC#N | -32*[100 µM] | 5.3*[100 µM] | -76*[100 µM] | nt | -22*[100 µM] | 1.0*[100 µM] | 7.8*[100 µM] | -54*[100 µM] | 6.5*[100 µM]
N#Cc1c(-c2ccc(O)cc2)c2c(N)nn(-c3ccccc3)c2[nH]c1=O | 102 | 102 | 104 | 113 | 94 | 105 | 93 | 110 | 99
Clc1ccc2oc3c(NCCCN4CCOCC4)c4ccccc4nc3c2c1 | 29 | 58 | 20 | 37 | 16 | 30 | 17 | 64 | nt
COc1cc2c(cc1OC)C1Cc3cc(OC)c(OC)cc3C(C2)N1 | 104 | 112 | 100 | 115 | 103 | 96 | 99 | 104 | 99
COc1ccc(NC(=O)Oc2c(C)cc(Cl)cc2[N+](=O)[O-])cc1 | 103 | 93 | 95 | 100 | 96 | 104 | 87 | 103 | 97
CCc1cc(CC)c(C(C)=O)c(CC)c1 | 101 | 113 | 106 | nt | 118 | 115 | 115 | 112 | 104
COc1ccc(-c2c(-c3ccccc3)nc3sc4cc(OC)ccc4n23)c(OC)c1 | 99 | 89 | 92 | 82 | 96 | 88 | 75 | 104 | 76

For reference, some entries already given:
SMILES | NCI/ADR-RES | SK-OV-3 | SN12C | OVCAR-4 | NCI-H226 | OVCAR-5 | IGROV1 | OVCAR-3 | NCI-H23
O=C(O)CC(=O)NC1c2ccccc2Oc2ccccc21 | 102 | 101 | 107 | 110 | 111 | 108 | 103 | 108 | 99
Cc1c(CC(=O)N(C)CCO)cc(-c2ccc(Cl)cc2)n1-c1ccccc1 | 95 | 126 | 99 | 79 | 95 | 101 | 106 | 114 | 89
CS(=O)(=O)Nc1ccccc1N | 106 | 102 | 97 | 117 | 98 | 103 | 118 | 111 | 102
CCCCNC(C)(C)COC(=O)c1ccc(N)cc1 | 100 | 102 | 99 | 107 | 106 | 112 | 97 | 106 | 94
Cc1nc2ccc(N)nc2nc1C | 109 | 119 | 106 | 106 | 104 | 102 | 125 | 119 | 107
CCOc1cc2c(cc1OCC)C(c1cc(Cl)ccc1O)NCC2 (stereo not given) | 86 | 92 | 83 | 88 | nt | 100 | 86 | 88 | 81
Cc1ccc(N)c(Br)c1 | 100 | 103 | 116 | 106 | 93 | 90 | 96 | 103 | 101
COc1ccc(Cl)cc1-c1nc(C)c(C(C)=O)c(-c2cccc(Oc3ccccc3)c2)n1 | 86 | 89 | 91 | 79 | 84 | 93 | 85 | 92 | 96
CCC(NN)C(=O)OCc1ccccc1 (stereo not given) | 99 | 95 | 102 | 98 | 107 | 104 | 121 | 121 | 93
CC(=O)Oc1ccc2ccccc2c1CN(Cc1ccccc1)C(C)=O | 96 | 96 | 95 | 86 | 92 | 96 | 93 | 102 | 95
O=C(Nc1ccc(Cl)c(Cl)c1)NS(=O)(=O)c1cnccc1Oc1ccc(F)cc1 | 53 | 89 | 76 | 52 | 75 | 83 | 72 | 8.2* | 39
CN(C)c1cccc2c(S(=O)(=O)Nc3cccc(-c4csc(NCCOCCOCCNc5cccc6c5C(=O)N(C5CCC(=O)NC5=O)C6=O)n4)c3)cccc12 (stereo not given) | 102 | 99 | 94 | 79 | 87 | 107 | 105 | 96 | 64
C=C(C)[C@@H]1CC[C@]2(C)[C@H](CC=C3[C@@H]4[C@@H](C)[C@H](C)CC[C@]4(C(N)=O)CC[C@]32C)[C@@]1(C)CCC#N | -32*[100 µM] | 5.3*[100 µM] | -76*[100 µM] | nt | -22*[100 µM] | 1.0*[100 µM] | 7.8*[100 µM] | -54*[100 µM] | 6.5*[100 µM]
N#Cc1c(-c2ccc(O)cc2)c2c(N)nn(-c3ccccc3)c2[nH]c1=O | 102 | 102 | 104 | 113 | 94 | 105 | 93 | 110 | 99
Clc1ccc2oc3c(NCCCN4CCOCC4)c4ccccc4nc3c2c1 | 29 | 58 | 20 | 37 | 16 | 30 | 17 | 64 | nt
COc1cc2c(cc1OC)C1Cc3cc(OC)c(OC)cc3C(C2)N1 | 104 | 112 | 100 | 115 | 103 | 96 | 99 | 104 | 99
COc1ccc(NC(=O)Oc2c(C)cc(Cl)cc2[N+](=O)[O-])cc1 | 103 | 93 | 95 | 100 | 96 | 104 | 87 | 103 | 97
CCc1cc(CC)c(C(C)=O)c(CC)c1 | 101 | 113 | 106 | nt | 118 | 115 | 115 | 112 | 104

(next part)
SMILES | NCI/ADR-RES | SK-OV-3 | SN12C | OVCAR-4 | NCI-H226 | OVCAR-5 | IGROV1 | OVCAR-3 | NCI-H23
COc1ccc(-c2nc3sc(C)nn3c2-c2nc3ccc(C)cc3[nH]2)cc1 | 101 | 119 | 105 | 104 | 101 | 98 | 104 | 110 | 107
CCc1cccc(CC)c1NC(N)=S | 91 | 111 | 100 | 88 | 100 | 88 | 93 | 97 | 93
COc1ccc(/C=C/c2nc3ccccc3n3c(=S)[nH]nc23)cc1 | 88 | 107 | 78 | 87 | 78 | 101 | 98 | 93 | nt
COC(=O)/C(CCC=C(C)C)=C1\[C@@H](OC(C)=O)C[C@@]2(C)[C@H]1C[C@@H](O)[C@H]1[C@@]3(C)CC[C@@H](OCCC#N)[C@@H](C)[C@@H]3CC[C@@]12C | 74 | 95 | 81 | 58 | 66 | 92 | 90 | 54 | 75
N#Cc1cnc2ccc(NCc3cnc[nH]3)cc2c1Nc1ccc(F)c(Cl)c1 | 99 | 40 | 47 | 43 | 88 | 83 | 22 | 50 | 79
Nc1cc2cc(Br)ccc2c(=O)n1NC(=O)c1ccc(Br)cc1 | 99 | 101 | 98 | 97 | 84 | 106 | 95 | 110 | 95
N=C(N=Nc1c(O)[nH]c2ccccc12)C(=N)N=Nc1c(O)[nH]c2ccccc12 | 104 | 110 | 102 | 93 | 100 | 127 | 75 | 105 | 96
CCCOC(=O)N[C@H]1CCc2c(Cl)c(OC)c(OC)c(OC)c2-c2ccc(SC)c(=O)cc21 | 14 | 38 | 21 | 36 | 6.6* | 45 | 12 | -25* | 27
CS(=O)(=O)c1cccnn1 | 96 | 116 | 89 | 81 | 97 | 81 | 78 | 103 | 96
CC1(C)CC(=O)C2=C(C1)OC1=C(C(=O)CC(C)(C)C1)C2c1ccc(OCc2cn(-c3ccc(F)cc3)nn2)cc1 | 91 | 98 | 93 | 100 | 87 | 118 | 97 | 102 | 99
Cc1nc2c(=O)[nH]c(=S)[nH]c2[nH]c1=O | 103&106 | 107&112 | 97&102 | 113 | 104&100 | 102&109 | 113&107 | 111&118 | 101&108
COc1cc(C(=O)/C=C/c2ccc3nc(-c4cc(F)cc(F)c4)sc3c2)cc(OC)c1OC | 99 | 95 | 93 | 107 | 120 | 97 | 97 | 112 | 99
Cn1c(=S)c2[nH]c(SC3CCCC3)nc2n(C)c1=O | 109 | 123 | 89 | 98 | 95 | 131 | 104 | 113 | 105
COc1c2ccoc2cc2oc(=O)ccc12 | 102 | 112 | 93 | nt | 92 | 91 | 114 | 109 | 96
c1ccc(/C(=N/c2sc(-c3ccccc3)nc2-c2ccccc2)N2CCN(c3ccccc3)CC2)cc1 | 105 | 107 | 96 | 97 | 89 | 113 | 112 | 119 | nt
NC(=O)CCn1cc(-c2ccc3ncnc(Nc4cc(O)c(F)cc4F)c3c2)nn1 | 104 | 94 | 92 | 95 | 100 | 105 | 87 | 96 | 106
COc1cc(C(O)c2nc3ccccc3s2)cc(OC)c1OC (stereo not given) | 73 | 90 | 84 | 57 | 78 | 96 | 50 | 102 | 48
Nc1nc2nc[nH]c2c(=O)[nH]1 | 112 | 105 | 106 | 110 | 108 | 109 | 133 | 109 | 110
O=c1c2ccccc2nc(-c2ccccc2)n1/N=C/c1ccc2c(c1)OCO2 | 64 | 85 | 95 | 64 | 51 | 103 | 100 | 49 | 77
CC1CCC2NC(=O)C3(C2C1)C(C(=O)C1CCCCC1)C1(C(=O)NC2CCCCC21)C1CCCN13 (stereo not given) | 87[20 µM] | 80[20 µM] | 88[20 µM] | 80[20 µM] | 89[20 µM] | 91[20 µM] | 69[20 µM] | 74[20 µM] | 80[20 µM]
CCC(c1ccc(OC)cc1)C(CC)c1ccc(N(C)C)cc1 (stereo not given) | 95 | 111 | 106 | 79 | 108 | 102 | 101 | 102 | 95
O=c1c(F)cnc2n1Cc1ccccc1CO2 | 95 | 119 | 98 | 105 | 96 | 83 | 93 | 95 | 97
O/N=C(/Cc1ccccc1)c1ccccc1 | 115 | 110 | 102 | nt | 104 | 90 | 94 | 116 | 116
CCc1ccc(CCC(=O)Nc2ncc(Cc3cc(Cl)ccc3Cl)s2)o1 | -3.4* | 34 | 32 | 50 | 43 | 24 | 24 | -2.4* | 48
Cc1nc2sccn2c1-c1nnc(SCc2ccccc2)o1 | 78 | 98 | 87 | 80 | 76 | 90 | 92 | 117 | 86
(next part)
SMILES | NCI/ADR-RES | SK-OV-3 | SN12C | OVCAR-4 | NCI-H226 | OVCAR-5 | IGROV1 | OVCAR-3 | NCI-H23
O=C1c2ccccc2CC2(O)C(c3ccccc3)NCC(O)CN12 (stereo not given) | 112 | 102 | 105 | 107 | 103 | 106 | 107 | nt | 103
CC1(C)CNC(=S)N1Cc1ccccc1 | 104 | 99 | 103 | 109 | 102 | 112 | 137 | 105 | 103
COc1ccc(-c2nc3c(C)cccn3c2C(C)=O)cc1 | 96 | 102 | 96 | 89 | 93 | 82 | 91 | 106 | 99
N#CNc1nc2ccccc2[nH]1 | 111 | 114 | 100 | 113 | 133 | 91 | 96 | 103 | 92
COc1ccc(-c2csc(NC(=O)CSc3nc(C)c(-c4ccccc4)n3Nc3ccccc3)n2)cc1 | 12 | 88 | 42 | nt | 64 | 81 | 42 | 57 | 22
Cc1ccc(S(=O)(=O)N\N=C2/C=C\C(=N\NS(=O)(=O)c3ccc(C)cc3)CCc3ccc(cc3)CC2)cc1 | 105 | 99 | 97 | 110 | 95 | 104 | 97 | 109 | 102
CC/C=C1/C(=O)C=C[C@@H]1C/C=C\CCCC(=O)O | 92 | 111 | 80 | 87 | 93 | 123 | 114 | 82 | 86
COc1ccc(/C=N/c2n[nH]c(Nc3ccccc3)n2)cc1OC | 103 | 108 | 109 | 97 | 111 | 107 | 105 | 131 | 98
CN(C)CCCC(C#N)c1ccccc1 (stereo not given) | 108 | 107 | 101 | 113 | 107 | 117 | 132 | 117 | 103
O=C1CCC(=O)N1Br | 108 | 104 | 102 | 108 | 104 | 100 | 121 | 111 | 104

Screens: PubChem BioAssay, NCI
